High-throughput results as filed in PubChem BioAssay.
TMEM16A act: activators or potentiators of mouse TMEM16A chloride channel. Q8BHY3. HEK293 TMEM16A/YFP-H148Q/I152L, iodide quench fluorescence; active compounds read low. B-score at 10 µM. actives 0.3% (n = 340,000). AID 623877;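 active = fluorescence-ratio B-score plate-corrected deviation score at least 3 library SD below zero, with starting fluorescence score within 5 deviations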;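 note: channel opened by trigger with iodide after compound preincubation; score built on the fluorescence ratio of max minus min over baseline; more negative score means more quench and so TMEM16A activation or potentiation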
Target sequence (Q8BHY3 whole entry, looked up): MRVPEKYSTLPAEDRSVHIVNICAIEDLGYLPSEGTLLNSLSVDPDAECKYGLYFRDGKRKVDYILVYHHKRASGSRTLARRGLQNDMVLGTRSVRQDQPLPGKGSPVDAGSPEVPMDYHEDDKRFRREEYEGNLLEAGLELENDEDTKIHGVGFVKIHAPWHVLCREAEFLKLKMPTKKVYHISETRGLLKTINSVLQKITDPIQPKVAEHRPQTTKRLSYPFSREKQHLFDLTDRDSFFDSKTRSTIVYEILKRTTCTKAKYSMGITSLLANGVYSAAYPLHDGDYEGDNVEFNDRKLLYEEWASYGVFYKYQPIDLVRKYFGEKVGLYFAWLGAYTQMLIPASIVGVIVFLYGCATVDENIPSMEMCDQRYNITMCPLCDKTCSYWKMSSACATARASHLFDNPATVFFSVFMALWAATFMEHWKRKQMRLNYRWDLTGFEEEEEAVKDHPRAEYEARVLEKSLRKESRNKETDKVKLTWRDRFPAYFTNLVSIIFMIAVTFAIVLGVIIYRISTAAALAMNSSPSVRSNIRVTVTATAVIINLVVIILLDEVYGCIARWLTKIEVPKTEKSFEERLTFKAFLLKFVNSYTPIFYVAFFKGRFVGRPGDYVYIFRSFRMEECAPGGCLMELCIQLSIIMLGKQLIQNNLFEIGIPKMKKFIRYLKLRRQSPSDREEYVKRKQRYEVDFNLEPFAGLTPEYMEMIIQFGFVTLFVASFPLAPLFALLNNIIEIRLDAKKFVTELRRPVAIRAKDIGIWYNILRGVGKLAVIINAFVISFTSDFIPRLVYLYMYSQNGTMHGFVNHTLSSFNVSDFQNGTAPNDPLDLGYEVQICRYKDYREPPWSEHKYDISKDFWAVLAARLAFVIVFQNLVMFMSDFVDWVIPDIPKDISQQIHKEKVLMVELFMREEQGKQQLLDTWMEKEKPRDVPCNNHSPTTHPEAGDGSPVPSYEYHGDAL
Calls only; i = inactive. Some of the compounds tested. The share of hits here may be higher or lower than overall.

Start of the data: the first 4 compounds (preview)
SMILES | TMEM16A act
O=C(O)C(c1cccs1)C1(O)CCCCC1 (stereo unspecified) | i
CCc1ccccc1NC(=O)CNC(=O)CNC(=O)Cc1ccccc1 | i
Cn1c2c(c3ccccc31)CCN(CCCCN1CCN(c3ccccc3)CC1)C2=O | i
COC(=O)c1cccc(NC(=O)CN2C(=O)C3CCCCC3C2=O)c1 (stereo unspecified) | i

The whole of this part (from the top)
SMILES | TMEM16A act
O=C(O)C(c1cccs1)C1(O)CCCCC1 (stereo unspecified) | i
CCc1ccccc1NC(=O)CNC(=O)CNC(=O)Cc1ccccc1 | i
Cn1c2c(c3ccccc31)CCN(CCCCN1CCN(c3ccccc3)CC1)C2=O | i
COC(=O)c1cccc(NC(=O)CN2C(=O)C3CCCCC3C2=O)c1 (stereo unspecified) | i
CC1CCCCC1NC(=O)NC(=O)COC(=O)c1ccc(OC(F)F)cc1 (stereo unspecified) | i
CC(OC(=O)Nc1cccc(Cl)c1)C(=O)OC1CCCCC1 (stereo unspecified) | i
CCOc1ccc(NC(=O)CN(C)C(=O)c2cc(-c3ccco3)nc3ccccc23)cc1OCC | i
NS(=O)(=O)c1ccc(CNC(=O)c2cc(S(=O)(=O)N3CCOCC3)c(Cl)cc2Cl)cc1 | i
Cc1ccccc1-n1c(SCC(=O)NC2CCS(=O)(=O)C2)nc2ccccc2c1=O (stereo unspecified) | i
C#CCOCCOCCOCCNc1nc(N2CCN(C(=O)Cn3cc(CC(C)O)nn3)CC2)nc(N2CCN(C(=O)[C@H](CCCCN)n3cc(CCCC)nn3)CC2)n1 (stereo partly specified) | i
CC(=O)N1CCc2ccc(N)cc21 | i
CCOc1cc(C(=O)N(Cc2ccccc2)c2ccc(C)cc2)ccc1OCC(=O)N1CCOCC1 | i
O=C(NCc1ccco1)Nc1cccc(-c2ccccc2)c1 | i
CC(NS(=O)(=O)c1cccc(C(=O)O)c1)C12CC3CC(CC(C3)C1)C2 (stereo unspecified) | i
COc1cc(N=Nc2ccc(C(=O)N(C)C)cc2)c(C)cc1N | i
COc1ccccc1C1OCC(C)(C)CO1 | i
Cc1ccc(S(=O)(=O)N2CCCCC2)cc1NC(=O)c1cccnc1 | i
CC1(c2ccccc2Cl)NC(=O)N(CC(=O)N2CCc3ccccc3C2)C1=O (stereo unspecified) | i
O=c1c(Br)ccc(Br)cc1Br | i
Cc1nn(-c2ccccn2)c2c1C(=O)C(Br)CC2 (stereo unspecified) | i
CSc1ncc(CN2CCN(C3CCN(C(C)C)CC3)C(CCO)C2)cn1 (stereo unspecified) | i
CC(=O)Oc1ccccc1C(=O)C=Cc1cccc([N+](=O)[O-])c1 | i
Cc1ccc(-n2c(SCC(=O)c3c(N)n(C4CC4)c(=O)[nH]c3=O)nnc2N2CCOCC2)cc1 | i
Cc1ccc(S(=O)(=O)N2C[C@@H]3[C@H]4CC[C@H](C4)[C@@H]3[C@@H](C)[C@@H]2c2ccn([Si](C(C)C)(C(C)C)C(C)C)c2)cc1 | i
CC(Oc1ccc(C#N)cc1)C(=O)Nc1ccc(-n2cnnn2)cc1 (stereo unspecified) | i

As a working copy, some entries already given:
SMILES | TMEM16A act
O=C(O)C(c1cccs1)C1(O)CCCCC1 (stereo unspecified) | i
CCc1ccccc1NC(=O)CNC(=O)CNC(=O)Cc1ccccc1 | i
Cn1c2c(c3ccccc31)CCN(CCCCN1CCN(c3ccccc3)CC1)C2=O | i
COC(=O)c1cccc(NC(=O)CN2C(=O)C3CCCCC3C2=O)c1 (stereo unspecified) | i
CC1CCCCC1NC(=O)NC(=O)COC(=O)c1ccc(OC(F)F)cc1 (stereo unspecified) | i
CC(OC(=O)Nc1cccc(Cl)c1)C(=O)OC1CCCCC1 (stereo unspecified) | i

Later entries
SMILES | TMEM16A act
COc1ccc(NC(=O)CN(C)CC(=O)Nc2cccc(F)c2)cc1S(=O)(=O)N1CCCCC1 | i
CCOc1cc(C(=O)OCC(=O)Nc2ccc(F)cc2Cl)ccc1OCC(=O)N1CCOCC1 | i
Cc1cc(NC(=O)/C(C#N)=C\c2ccc(-c3ccc(SC(F)F)cc3)o2)n(-c2ccccc2)n1 | i
CC(C)(O)CN(C(=O)C(c1ccccc1)c1ccccc1)C1CCCCC1 | i
COc1ccccc1C(=O)Nc1ccc(C)c(S(=O)(=O)N2CCCCC2)c1 | i
O=c1cc(-c2ccc(O)c(O)c2)oc2ccc3ccccc3c12 | i
Cc1[nH]n(-c2ccc(C(=O)O)cc2)c(=O)c1CCO | i
CCc1nnc(NC(=O)c2cc(S(=O)(=O)N3CCN(CC)CC3)ccc2Cl)s1 | i
COC(=O)c1sccc1NS(=O)(=O)c1ccccc1[N+](=O)[O-] | i
COc1ccc(-c2coc3cc(OC)ccc3c2=O)cc1 | i
CC1CCCCC1NC(=O)NC(=O)COC(=O)c1cncc(Br)c1 (stereo unspecified) | i
CCCc1cc(=O)[nH]c(SCC(=O)N(CCC#N)c2ccc3c(c2)OCCO3)n1 | i
Cc1ccc2c(c1)C(=C(C#N)C#N)CCN2 | i
CC(C(=O)NCc1cccs1)N1CCN(S(=O)(=O)c2ccc3c(c2)OCCCO3)CC1 (stereo unspecified) | i
C#CCOCCOCCOCCNc1nc(N2CCN(C(=O)[C@H](C)n3cc(CCC(=O)O)nn3)CC2)nc(N2CCN(C(=O)[C@H](C)n3cc(CCC(=O)O)nn3)CC2)n1 | i
CN1C[C@@H]2[C@@H]3C(=O)N(Cc4ccccc4)C(=O)[C@@H]3[C@](Cc3ccccc3)(C1=O)N2C(=O)c1ccc(C(F)(F)F)cc1 | i
O=C(NN=Cc1ccccc1Cl)c1cccc2ccccc12 | i
CC(=O)c1ccc(NS(=O)(=O)c2ccc([N+](=O)[O-])cc2)cc1 | i
CC(=O)C1C=CC(C)(C(=O)O)C2C=C(C)C(=O)C(C)(O)C12 (stereo unspecified) | i
Nc1cccc(C(=O)c2ccccc2C(=O)O)c1 | i
CC(=O)Nc1cccc(NC(=O)c2cc([N+](=O)[O-])ccc2N2CCCCC2)c1 | i
O=C(ONC(=O)C1C2C=CC(C2)C1C(=O)NOC(=O)c1ccccc1)c1ccccc1 (stereo unspecified) | i
CCN(C(=O)C=Cc1ccco1)c1ccccc1 | i
CCCCCCC(NC(=O)Cc1ccc2ccccc2c1)C(=O)O (stereo unspecified) | i
NC(=O)C1(Nc2ccc([N+](=O)[O-])cc2)CCCC1 | i
More records follow:
SMILES | TMEM16A act
C[C@H](CO)N1C[C@H](C)[C@@H](CN(C)S(=O)(=O)c2ccccc2)Oc2c(NS(=O)(=O)c3ccccc3)cccc2C1=O | i
COc1ccc(-c2nnc(SCC(=O)Nc3sc4c(c3C#N)CCC4)n2CC2CCCO2)cc1 (stereo unspecified) | i
Cc1c(NC(=O)c2cccc(NC(=O)COc3ccccc3C#N)c2)c(=O)n(-c2ccccc2)n1C | i
Cc1ccc(S(=O)(=O)N2CCN(CC(=O)NCC3(N4CCOCC4)CCCCC3)CC2)cc1 | i
O=C1OCCN1C(=O)[C@H]1[C@H](c2ccc([N+](=O)[O-])cc2)C(c2cccc(Cl)c2)=NN1c1ccc(Br)cc1 | i
O=[N+]([O-])c1ccc2c(c1)C(=Nc1ccccc1)c1ccccc1-2 | i
CC1=Nc2ccccc2/C1=C/c1c(C)[nH]c2ccccc12 | i
COCCN(CC(=O)Nc1cccc(C)c1C)C(=O)c1ccc(S(=O)(=O)N2CCOCC2)cc1 | i
Cc1ccc(S(=O)(=O)N2CCOCC2)cc1NC(=O)COC(=O)c1ccc(Br)o1 | i
CCN(C(=O)CSc1nnc(C)n1-c1ccc(C)cc1)c1c(N)n(Cc2ccccc2)c(=O)[nH]c1=O | i
Cc1cc([N+](=O)[O-])c(=O)[nH]c1C | i
COc1ccc(CNC(=O)Cn2cc(C)c(=O)[nH]c2=O)cc1 | i
O=C1c2ccccc2C(=O)N1C1C(=O)N2CCSC12C(=O)OCc1ccccc1 (stereo unspecified) | i
Cc1c(Cl)cc(C(C)C)c(O)c1CN1CCOCC1 | i
CC(C)(C)c1ccc2oc(=O)cc(-c3cccc(-c4ccc(C(F)(F)F)cc4)c3)c2c1 | i
O=C(Nc1ccc2c(c1)OCO2)c1cnc(Cl)c(Cl)c1 | i
Cn1c(=O)c2c(nc(SCC(=O)N3c4ccccc4CCc4ccccc43)n2C)n(C)c1=O | i
c1ccc(NCCc2ccccn2)cc1 | i
O=C(c1ccc(-c2cccc(C(F)(F)F)c2)o1)N1CCN(c2ccccc2)CC1 | i
CC1CCCN(C(=O)C2CCN(S(=O)(=O)c3cccs3)CC2)C1 (stereo unspecified) | i
Nc1ccc2ccc(O)cc2c1 | i
O=C(CCCCC(=O)OCC1CCCO1)OCC1CCCO1 (stereo unspecified) | i
COc1ccccc1NS(=O)(=O)c1ccc(C(=O)NCC(c2ccccc2OC)N2CCCC2)cc1 (stereo unspecified) | i
COC(=O)c1ccc(C(=O)OC)c(NC(=O)CSc2nc(-c3ccco3)cc(C(F)(F)F)n2)c1 | i
COc1ccc(OCC(=O)Nc2cc(S(=O)(=O)N3CCCC3)ccc2Cl)cc1 | i
The list goes on.
SMILES | TMEM16A act
O=C1CCC(c2ccc3ccccc3c2)O1 (stereo unspecified) | i
CCOc1cc(C(=O)OC(C)C(=O)Nc2ccccc2OC)ccc1OCC(=O)N1CCOCC1 (stereo unspecified) | i
Cc1cccc(N2CCN(C(=O)c3cccc(S(=O)(=O)N4CCOCC4)c3)CC2)c1C | i
CCN(c1ccccc1)S(=O)(=O)c1c(C)noc1C | i
O=C(C=C(C(=O)c1ccccc1)c1ccccc1)c1ccccc1 | i
COC(=O)Cc1ccc(OCC(=O)NC2CCCC2)cc1 | i
COc1ccc(CC(=O)Nc2cccc(S(=O)(=O)N3CCCCC3)c2)cc1 | i
O=C1C=CC(=Nc2ccc(F)cc2)O1 | i
O=C(NC1CCCCC1)NS(=O)(=O)c1ccc2c(c1)CCC2 | i
Cc1cc2c(cc1C)N[C@]1(C[C@H]3CCCC(=O)N4CC[C@@H](C1)[C@@H]34)C(=NC(C)(C)CC(C)(C)C)N2 | i
O=C(CCl)NC(Cc1ccccc1)C(=O)OCC(=O)c1ccc(-c2ccccc2)cc1 (stereo unspecified) | i
NC(=O)c1cccc(-c2cnc(N)c(C(=O)c3cccnc3)n2)c1 | i
OCC1OC(n2cnc3c(N4CCCCC4)ncnc32)C(O)C1O (stereo unspecified) | i
CCOc1ccc(Br)cc1S(=O)(=O)NCC(c1ccc(OC)cc1)N1CCOCC1 (stereo unspecified) | i
Oc1ccc(C=NNc2nc3ccccc3s2)c(O)c1 | i
Cc1cc(C)n(-c2nc3c(c(=O)n(C)c(=O)n3C)n2Cc2cccc(Br)c2)n1 | i
O=C(CN1CCN(CC(=O)Nc2ccc3c(c2)OC2(CCCCC2)O3)CC1)Nc1cccc(F)c1 | i
O=C(Nc1ccc(OC(F)(F)F)cc1)c1cccc(-n2cnnn2)c1 | i
CN(Cc1nc2ccccc2c(=O)[nH]1)C(=O)c1cc(-c2ccc(Br)cc2)nc2ccccc12 | i
Brc1ccc2ncc3ccccc3c2c1 | i
NC(=O)C12C(=O)NC(=O)C1(C(=O)O)C21CCCC1 (stereo unspecified) | i
CC1C(=O)NN=C1c1ccc([N+](=O)[O-])cc1 (stereo unspecified) | i
N#C/C(=C/C1=C(N2CCOCC2)C(=C/c2cccc([N+](=O)[O-])c2)/CC1)C(=O)Nc1ccccc1F | i
O=C(CCCc1ccccn1)c1ccc(-c2ccccc2)cc1 | i
CCN(CC)CC(O)CNc1ccnc2c(Cl)ccc(Cl)c12 (stereo unspecified) | i
(further entries)
SMILES | TMEM16A act
O=C(CN1CCN(C(=O)c2ccco2)CC1)Nc1c2c(nc3c1CCC3)CCCC2 | i
CCCN(CC(=O)Nc1ccccc1C)C(=O)c1ccc(S(=O)(=O)N2CCC(C)CC2)cc1 | i
COC(=O)Nc1ccc2ccc3c(NC(=O)OC)ccc4ccc1c2c43 | i
Cc1cc(C(=O)Nc2cccc(S(=O)(=O)N3CCCC3)c2)c2ccccc2n1 | i
COc1cc(C2CC(=O)Oc3cc(O)ccc32)cc(OC)c1OC (stereo unspecified) | i
Oc1c(CN2CCOCC2)cc(CN2CCOCC2)c(O)c1CN1CCOCC1 | i
O=C(NCCNCc1ccccc1)c1ccco1 | i
O=[N+]([O-])c1ccc(NN=Cc2ccc(O)cc2)nc1 | i
Cc1ccc(S(=O)(=O)Nc2cccc(S(=O)(=O)N3CCCC3)c2)cc1C | i
O=C(CSc1nc2c(cnn2-c2ccccc2)c(=O)[nH]1)NCC1CCCO1 (stereo unspecified) | i
CC(=O)Nc1c(Cl)cc2c(c1Cl)Cc1cc(C#N)ccc1-2 | i
FC(F)(F)c1ccc(C2Nc3cccc4cccc(c34)N2)cc1 | i
CN(C)C(=O)c1ccc(N=Nc2c(O)c3ccccc3[nH]c2=O)cc1 | i
CCNC(=O)c1cccc(NC(=O)c2cc(C3CC3)nc3c2cnn3C(C)C)c1 | i
O=C(O)C1=C(C2CCCCC2)C(=O)c2ccccc21 | i
CCCC/C=C1/CCC(CN(C)C)C1=O (stereo unspecified) | i
CC(=NNC(=O)c1ccncc1)c1ccc(Cl)cc1Cl | i
NCC(O)c1ccc(O)c(O)c1 (stereo unspecified) | i
O=C(NNC(=O)c1ccc2ccccc2c1)c1ccc(Cl)c(Cl)c1 | i
Cc1nc(Cl)sc1C(=O)Nc1cccc(C(F)(F)F)c1 | i
CCN(CC(=O)Nc1ccccc1OC)C(=O)CSCC(=O)Nc1cccc(C)c1 | i

Exported as comma-separated lines: part of the list above
mol,TMEM16A act
FC(F)(F)c1ccc(C2Nc3cccc4cccc(c34)N2)cc1,i
NCC(O)c1ccc(O)c(O)c1 (stereo unspecified),i

Six records picked at random from those above, as already listed:
SMILES | TMEM16A act
O=C(ONC(=O)C1C2C=CC(C2)C1C(=O)NOC(=O)c1ccccc1)c1ccccc1 (stereo unspecified) | i
Nc1ccc2ccc(O)cc2c1 | i
CC1(c2ccccc2Cl)NC(=O)N(CC(=O)N2CCc3ccccc3C2)C1=O (stereo unspecified) | i
NC(=O)c1cccc(-c2cnc(N)c(C(=O)c3cccnc3)n2)c1 | i
CCOc1cc(C(=O)OC(C)C(=O)Nc2ccccc2OC)ccc1OCC(=O)N1CCOCC1 (stereo unspecified) | i
NC(=O)C1(Nc2ccc([N+](=O)[O-])cc2)CCCC1 | i
